ALOX12 inhib: 12-hLO (ALOX12) enzyme inhibition. hit rate 0.12% among 150,000. purified 12-hLO, xylenol orange hydroperoxide absorbance. Potency, µM (series often up to 57.1 µM), inactives show top-dose activity change, negative = inhibition, actives largely listed as inhibitors. AID 1452. P18054; note: potency is the fitted concentration of half-maximal effect; nearly all actives have a fitted effect of over 55% in size; many of its hits are not listed in these tables
Target sequence (P18054 whole entry, looked up): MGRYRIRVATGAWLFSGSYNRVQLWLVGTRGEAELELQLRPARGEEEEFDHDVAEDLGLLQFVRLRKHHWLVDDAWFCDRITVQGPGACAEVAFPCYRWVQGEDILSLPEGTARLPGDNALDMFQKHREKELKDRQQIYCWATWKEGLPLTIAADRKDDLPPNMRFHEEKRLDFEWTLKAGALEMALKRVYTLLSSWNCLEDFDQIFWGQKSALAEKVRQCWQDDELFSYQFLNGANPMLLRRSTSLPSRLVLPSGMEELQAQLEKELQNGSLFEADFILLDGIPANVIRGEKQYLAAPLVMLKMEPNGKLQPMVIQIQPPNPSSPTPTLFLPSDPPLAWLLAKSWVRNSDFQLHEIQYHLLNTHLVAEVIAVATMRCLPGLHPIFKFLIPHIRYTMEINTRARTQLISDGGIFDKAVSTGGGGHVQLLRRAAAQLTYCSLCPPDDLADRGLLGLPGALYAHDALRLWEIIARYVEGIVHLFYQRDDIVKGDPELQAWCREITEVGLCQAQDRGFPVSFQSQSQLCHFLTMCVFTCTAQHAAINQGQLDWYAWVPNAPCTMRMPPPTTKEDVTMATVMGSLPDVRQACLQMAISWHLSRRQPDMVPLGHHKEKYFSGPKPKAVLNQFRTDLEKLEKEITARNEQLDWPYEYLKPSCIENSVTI
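Lipoxygenase turnover measured by absorbance at 573 and 405 nm after Fe-XO development. Human 12hLO 150 nM, arachidonate 40 uM, pH 7.0 Hepes buffer with detergent; 15 min compound preincubation, 30 min reaction.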
ALOX15B inhib: 15-hLO-2 (ALOX15B) enzyme inhibition | O15296 | purified 15hLO-2, xylenol orange hydroperoxide absorbance | Potency, µM (doses to about 57.1 µM), without a hit: at the top dose activity change, negative = inhibition, hits mostly inhibitors | hit rate 0.56% among 110,000; note: potency is the fitted concentration of half-maximal effect; nearly all actives have a fitted effect of over 60% in size; many of its hits are not listed in these tables
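Screening format was qHTS against 50 nM purified 15hLO-2 in Hepes pH 7.5 with detergent. Activity follows hydroperoxide formation from 45 uM arachidonic acid, measured as 573:405 nm absorbance ratio of the ferric-xylenol orange complex.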
PNC assembly inh: blocks assembly of the perinucleolar compartment. hit rate 3.1% among 140,000. PC3M PTB-GFP, PNC prevalence imaging, 16 h; hits give low values. AID 2417. activity change (PNC), negative = inhibition, % at 10 µM;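 active = readout at or below -70, meaning at least 70% loss of cells showing the perinucleolar compartment, a nuclear body marking cancer cells; inconclusive = readout between -30 and a set limit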;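 note: plate controls were DMSO wells for no effect and camptothecin positive control wells for full effect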
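PC3M cells stably expressing PTB-GFP, 750–1000 cells/well, treated 16 h at 37 °C with compound (23 nl of library stock), in duplicate. After paraformaldehyde fixation and Hoechst stain, imaged at 20x; PNC prevalence scored by image analysis.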
IMPase cell inh: membrane-permeable compound that blocks inositol monophosphatase | CHO-M1 cells, IP1 accumulation, HTRF TR-FRET ratio | inhibition (IP1 accumulation), % at 46.1 µM | 120,000 tested, under 10 active | AID 901; active = well fitted curve in the direction sought with a large enough effect in the signal ratio, not every such curve was filed as active; inconclusive = small, poorly fitted or top-dose-only effect, or a change in a side signal; inactive = no such curve, though single readings can be large or run the other way; the % refers to the signal ratio;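 note: cells stimulated with carbachol in lithium chloride buffer; plate controls were DMSO basal wells for no effect and reference inhibitor wells for full effect; higher means more IMPase inhibition seen as more IP1 and lower FRET ratio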
Target sequence (P97697 whole entry, looked up): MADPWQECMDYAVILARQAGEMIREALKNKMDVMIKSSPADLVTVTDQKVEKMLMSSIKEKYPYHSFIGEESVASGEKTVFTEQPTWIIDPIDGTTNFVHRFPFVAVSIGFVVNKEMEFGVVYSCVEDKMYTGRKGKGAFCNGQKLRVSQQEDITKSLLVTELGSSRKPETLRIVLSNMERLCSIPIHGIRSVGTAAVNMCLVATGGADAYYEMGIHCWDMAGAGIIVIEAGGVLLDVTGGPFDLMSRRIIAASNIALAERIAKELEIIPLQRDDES
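Measured: the HTRF emission ratio (665/620 nm) plus the 620 nm donor channel, each fitted to the Hill equation to give AC50. Cells were CHO-M1 given compounds up to 46 uM and a 30 min carbachol stimulation at 37C.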
* = called active by the depositor; ? = inconclusive; . = no result given; [ ] = dose if it differs, or a comment. Unless noted, calls come from the whole dose curve; as a rule, active = well fitted curve in the direction sought with a large enough effect; inconclusive = small, poorly fitted or top-dose-only effect, or another doubt; inactive = no such curve, though single readings can be large; an effect the other way counts as inactive or inconclusive. Unless noted, % is set by controls: 0 for no effect and ±100 for the full control effect. Rows were taken by chance; 3.1% or so of the library scored in one or more.

SMILES	ALOX12 inhib	ALOX15B inhib	PNC assembly inh	IMPase cell inh
CC(=O)NCCC(=O)Nc1ccc(C)c(F)c1	-1%	7%	45	0
Cc1nnc(SCc2cnc(-c3ccc(C(C)C)cc3)s2)n1C	-1%	-3%	-17	3
O=C(c1csnn1)N1CCC2(CC1)CCN(c1cccc(-c3ccccc3)c1)CC2	5%	3%	.	.
Cc1cc(C)cc(NC(=O)N2CCCC2C(=O)Nc2ccc(-n3cnnn3)c(C)c2)c1 (stereo not drawn)	2%	4%	72	6
O=C(O)c1cccc(CSc2ncccn2)c1	-3%	-2%	1	0
CC(=O)Nc1ccc(-c2c(C)cc3oc(=O)cc(-c4ccccc4)c3c2C)cc1	0%[0.00818 µM]	3%[0.0915 µM]	.	.
CC(=O)c1c(OC(=O)c2ccccc2)c2ccccc2n1C	4%	-6%	15	20
CCCc1ccc(OCCNC(=O)CC)cc1	-5%	-1%	-23	-10
CCCCC(=O)OCc1cn(-c2ccc(Cl)cc2)nn1	-7%	1%	47	4
Cc1ccc(CNC(=O)C(=O)NCC2OCCN2S(=O)(=O)c2ccc3c(c2)OCCO3)cc1 (stereo not drawn)	0%	.	43	.

4 entries from above, as comma-separated lines:
SMILES,ALOX12 inhib,ALOX15B inhib,PNC assembly inh,IMPase cell inh
O=C(c1csnn1)N1CCC2(CC1)CCN(c1cccc(-c3ccccc3)c1)CC2,5%,3%,.,.
Cc1cc(C)cc(NC(=O)N2CCCC2C(=O)Nc2ccc(-n3cnnn3)c(C)c2)c1 (stereo not drawn),2%,4%,72,6
O=C(O)c1cccc(CSc2ncccn2)c1,-3%,-2%,1,0
CC(=O)Nc1ccc(-c2c(C)cc3oc(=O)cc(-c4ccccc4)c3c2C)cc1,0%[0.00818 µM],3%[0.0915 µM],.,.

4 entries from above in a different format.
| structure | ALOX12 inhib | ALOX15B inhib | PNC assembly inh | IMPase cell inh |
| --- | --- | --- | --- | --- |
| O=C(c1csnn1)N1CCC2(CC1)CCN(c1cccc(-c3ccccc3)c1)CC2 | 5% | 3% | . | . |
| Cc1cc(C)cc(NC(=O)N2CCCC2C(=O)Nc2ccc(-n3cnnn3)c(C)c2)c1 (stereo not drawn) | 2% | 4% | 72 | 6 |
| O=C(O)c1cccc(CSc2ncccn2)c1 | -3% | -2% | 1 | 0 |
| CC(=O)Nc1ccc(-c2c(C)cc3oc(=O)cc(-c4ccccc4)c3c2C)cc1 | 0%[0.00818 µM] | 3%[0.0915 µM] | . | . |

Later entries:
SMILES	ALOX12 inhib	ALOX15B inhib	PNC assembly inh	IMPase cell inh
COc1ccc(N2CCN(CC(=O)Nc3c(C)cc(C)cc3C)CC2)cc1	-3%	-5%	7	12
O=C(O)c1cccc(NS(=O)(=O)c2ccc(Cl)c(C(=O)O)c2)c1	2%	-10%	?	10
CNC(=O)c1ccsc1NC(=O)c1ccc(S(=O)(=O)N2CCOCC2)cc1	2%	.	10	.
CCc1nnc(NC(=O)CSc2nnc3ncccn23)s1	1%	5%[11.4 µM]	-82*	-10[1.84 µM]
Cc1cc[n+](CC(=O)c2ccc3c(c2)OCCO3)cc1	-1%	.	19	-1
CCOC(=O)CCC(=O)N(CCN(C(=O)CCC(=O)OCC)c1ccccc1)c1ccccc1	-3%	.	30	.
CC1CCN(S(=O)(=O)c2cn(CC(=O)N3CC(C)CC(C)C3)c(=O)c3ccccc23)CC1 (stereo not drawn)	2%	.	-12	.
COc1ccc(S(=O)(=O)Nc2cc(C(=O)NCCC(C)C)ccc2N2CCOCC2)cc1	-8%	-1%	26	3
CN1c2ccccc2C(C)(C)C12CC(c1ccc(Cl)c(S(=O)(=O)N3CCCC3)c1)=NO2 (stereo not drawn)	-1%	.	-121*	.
CN1CCC(=NNC(=O)C(=O)Nc2ccccc2)CC1	-1%	5%	11	-8
CC(C)Nc1ncnc2ccc(Br)cc12	-5%	.	26	.
O=C(O)c1cc(-c2ccncc2)nc2ccc(F)cc12	0%	-4%	18	1
CCCCNC(=S)NNC(=O)c1csc(C(C)C)c1	-8%	.	241	-9
Cc1cccc(NC(=O)CSc2nc3ccccc3c3nc(CCc4c(C)n[nH]c4C)nn23)c1	0%	25%	-9	10
CC(C)C(C)(C#N)NC(=O)CSc1nc2scc(-c3ccc(F)cc3)c2c(=O)n1Cc1ccccc1 (stereo not drawn)	1%	.	0	0
CC(C)n1c(O)c(N=Nc2ccccn2)c2ccccc21	-2%	.	?	.
CCOc1ccc(S(=O)(=O)Nc2cccnc2)cc1	1%	-8%	4	1
O=CNc1ccc(S(=O)(=O)NCc2ccccc2)cc1	3%	6%	-11	-3
COc1ccc2nc(SCC(=O)Nc3c(C)cc(C)cc3C)[nH]c2c1	0%	5%	45	4
c1ccc2c(c1)CCN(c1nc3ccccc3n3cnnc13)C2	-10%	-6%	?	5
Cc1noc(NS(=O)(=O)c2ccc(NC(=O)CSc3nnc4c(n3)[nH]c3ccccc34)cc2)c1C	-5%	.	43	.
CCCCCCc1ccc(-c2ccc(C#N)cc2)cc1	-1%	-6%	.	.
CSC(=O)NC12CC3CC(CC(C)(C3)C1)C2	0%	-2%	?	-9
COC(=O)[C@@H]1C[C@H]1[C@@H](N)c1ccccc1	-3%	17%	.	.
Cc1sc(NC(=O)c2ccccc2)c(C(=O)N2CCN(C)CC2)c1C	-8%	-3%	?	-1
CCOC(=O)CC1C(=O)NCCN1S(=O)(=O)c1ccc(Cl)cc1 (stereo not drawn)	-4%	8%	44	0
Cc1cccc(CC2SC(N3CCN(c4ccccc4)CC3)=NC2=O)c1 (stereo not drawn)	-2%	.	?	.
CC(=O)Nc1ccc(S(=O)(=O)Oc2ccc(N3C(=O)C4CCCCC4C3=O)cc2)cc1 (stereo not drawn)	9%	12%	38	9
O=C(COC(=O)c1cccs1)NCc1ccc2c(c1)OCO2	-18%	1%	?	0
O=C(NCc1ccccc1)Nc1cccn(Cc2ccccc2)c1=O	2%	.	5	.
COc1ccc(-c2nc(CCNS(=O)(=O)c3ccc4c(c3)OCCO4)cs2)cc1	-5%	-5%	43	8
CC(=O)N1c2c(ccc3ccccc23)C(C)CC12CCCCC2 (stereo not drawn)	2%	6%	-3	11
CCCCn1c(=S)[nH]c2c(oc3ccc(Cl)cc32)c1=O	-5%	.	48	-23
N#CCCn1c(=O)c(-c2ccccc2)nc2cnc(N3CCNCC3)nc21	-2%	-2%	.	.
CN1C(=S)SC(/[N+]([O-])=C\c2ccc(Cl)cc2)C1(C)C (stereo not drawn)	-4%	-9%	2	11
COc1cccc(OC)c1C(=O)N1CCN(Cc2ccc3c(c2)OCO3)CC1	-6%	-15%	?	-3
CCOC(=O)Cn1c(C)nc2c(C(=O)OCC)sc(C)c2c1=O	3%	3%	31	11
CCN(CC)CCNC(=O)C(C(=O)c1ccccc1)n1ccccc1=O (stereo not drawn)	-6%	-1%	8	3
CC(NC(=O)/C=C/c1ccc(Br)cc1)c1ccc(Cl)cc1 (stereo not drawn)	-1%	.	52	.
O=[N+]([O-])c1nn(-c2ccc3c(c2)OCCO3)n(O)c1=NC1CCCCCC1	-21%	1%	13	-3
Cc1nccn1CCc1n[nH]c(=S)n1Cc1ccccc1	-9%	4%[11.4 µM]	13	-6[1.84 µM]
Cc1cccc(NCc2ccccc2O)n1	3%	12%	?	4
Cc1ccc(C)c(NC(=O)C2C3CCCC2C3c2ccccc2)c1 (stereo not drawn)	-9%	3%	36	8
Cc1occc1-c1nnc(SCC(=O)NCC2CCCO2)n1C (stereo not drawn)	-1%	1%	23	5
Cc1ccc(F)cc1NCC(=O)Nc1ccc(Br)cc1	-6%	.	?	0
CC12CCC(C(=O)N(CSC(=S)N/N=C\c3ccccc3O)C1=O)C2(C)C (stereo not drawn)	-10%	.	39	12
COC(=O)c1sc2cc([N+](=O)[O-])cc(SCC(C)C)c2c1N	0%	.	53	.
O=C(Nc1ccc(O)cc1)C1CCCN1S(=O)(=O)c1ccc(F)cc1 (stereo not drawn)	1%	1%	-20	0
CCCN(CCC)C(=S)NC(=O)c1ccc(-c2ccccc2)cc1	-27%	-22%	10	-5
O=C(OCc1cc2ccccc2[nH]c1=O)c1cccnc1	-3%	-5%	-24	?
Continued:
SMILES	ALOX12 inhib	ALOX15B inhib	PNC assembly inh	IMPase cell inh
Cc1nc2c(C(=O)N3CCCC3)cnn2c(C)c1Cc1c(F)cccc1Cl	3%	-3%	-26	3
CCNC(=O)n1nccc1C(C)Oc1cccc(C(F)(F)F)c1 (stereo not drawn)	1%	.	15	8
COc1cc(CNn2nnnc2N)cc(Br)c1OCc1c(Cl)cccc1Cl	-3%	6%	21	0
Cc1ccsc1C(=O)OCC(=O)c1cc(C)n(CC2CCCO2)c1C (stereo not drawn)	-10%	-5%	6	8
CCC(CC)C(=O)Nc1cccc(C(=O)Nc2ccc(OC)cc2[N+](=O)[O-])c1	1%	8%	11	1
Cc1cc(C)nc(NC2=NCC(=O)N2c2cc(Cl)cc(Cl)c2)n1	2%	-2%	-4	2
COc1nc(Nc2cccc(C)c2)nc(N2CCCCC2)n1	-10%	32%[activator]	25	5
CNC(=O)c1cc(Nc2nnc(C)c3ccccc23)ccc1OC	-5%	6%	11	1
CN1CCc2c(sc3c2c(=O)n(-c2ccccc2)c2nncn32)C1	1%	.	55	6
CCN(Cc1cc2ccccc2[nH]c1=O)C(=O)c1cccnc1	0%	1%	-2	4

Profiles, quoted from the list. Order of values: ALOX12 inhib | ALOX15B inhib | PNC assembly inh | IMPase cell inh
CN1CCc2c(sc3c2c(=O)n(-c2ccccc2)c2nncn32)C1 is listed with 1% | . | 55 | 6
CCNC(=O)n1nccc1C(C)Oc1cccc(C(F)(F)F)c1 (stereo not drawn) is listed with 1% | . | 15 | 8
Cc1ccsc1C(=O)OCC(=O)c1cc(C)n(CC2CCCO2)c1C (stereo not drawn) is listed with -10% | -5% | 6 | 8
CCN(Cc1cc2ccccc2[nH]c1=O)C(=O)c1cccnc1 is listed with 0% | 1% | -2 | 4
